D1 ag: agonists of human D1 dopamine receptor. actives 1% (n = 360,000). activation, % at 2 µM. HEK293 T-REx D1 cells, calcium flux, agonist mode; note: 0% is about no effect
Target sequence (P21728 whole entry, looked up): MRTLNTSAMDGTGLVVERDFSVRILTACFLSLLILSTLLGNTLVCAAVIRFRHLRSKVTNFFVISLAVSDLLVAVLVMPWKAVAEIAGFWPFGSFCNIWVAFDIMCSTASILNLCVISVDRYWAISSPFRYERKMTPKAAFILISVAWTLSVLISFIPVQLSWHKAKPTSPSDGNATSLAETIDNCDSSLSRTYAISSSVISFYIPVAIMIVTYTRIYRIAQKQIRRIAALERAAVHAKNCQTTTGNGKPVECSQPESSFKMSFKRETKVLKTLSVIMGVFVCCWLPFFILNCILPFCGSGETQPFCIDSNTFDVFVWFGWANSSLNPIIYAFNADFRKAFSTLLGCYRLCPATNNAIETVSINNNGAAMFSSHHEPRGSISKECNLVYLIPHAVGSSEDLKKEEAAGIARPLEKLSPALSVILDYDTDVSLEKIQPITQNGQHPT
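Agonism was scored from calcium flux recorded over 180 s (1 read/s) after pintool compound addition, following a 10-cycle baseline. Cells were inducible force-coupled HEK293 TREx D1, plated overnight at 30 C and loaded with no-wash calcium dye.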
TRHR ag: activates the human TRH receptor; AID 493084; TRHR cells, calcium flux fluo-8, FDSS agonist mode; actives 0.18% (n = 360,000); activation, % at 2 µM; P34981; note: 0% is about no effect
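Steps: seed TRHR cells overnight; add fluo-8 no-wash Ca dye, RT 30 min–1.5 h; record 10 s baseline; pin-transfer compounds; monitor fluorescence 1 cycle/s for the agonist window. Calcium increases flag candidate agonists.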
TRHR enhancer: allosterically enhances the human TRH receptor; P34981; TRHR cells, fluo-8 calcium fluorescence, EC20 TRH enhancement; enhancement, % at 2 µM; actives 0.66% (n = 360,000); in the data active = enhancement above about 30%; note: 0% is about no effect
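Enhancer read-out: after compound pinning and an initial kinetic agonist-mode read, an EC20 of TRH (10 nM final) was injected and fluo-8 calcium signal (Ex 480/Em 530) followed at 1 s/cycle for 100 cycles in TRHR-expressing cells.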
RXFP1 antagonist: antagonists of human relaxin receptor RXFP1; actives 0.59% (n = 350,000); HEK293-RXFP1, relaxin-stimulated cAMP HTRF, 30 min; active compounds read low; Q9HBX9; activity change, negative = inhibition, % at 57.5 µM; AID 1259400;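 active = activity change of -60% or lower, but not beyond a set lower limit; inconclusive = change between -60% and -40%, or beyond the set limit; inactive = change above -40%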; note: % is set by controls: 0 for no effect and ±100 for the full control effect
D2 potentiator: positively modulates the human D2 dopamine receptor allosterically. actives 0.34% (n = 340,000). AID 485347. HEK293 T-REx D2, calcium flux, EC20 dopamine potentiation. potentiation, % at 10 µM. P14416;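 active = potentiation over 3 SD above the plate norm, cut at about 30% in these data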; note: 0% is about no effect
Target sequence (P14416 whole entry, looked up): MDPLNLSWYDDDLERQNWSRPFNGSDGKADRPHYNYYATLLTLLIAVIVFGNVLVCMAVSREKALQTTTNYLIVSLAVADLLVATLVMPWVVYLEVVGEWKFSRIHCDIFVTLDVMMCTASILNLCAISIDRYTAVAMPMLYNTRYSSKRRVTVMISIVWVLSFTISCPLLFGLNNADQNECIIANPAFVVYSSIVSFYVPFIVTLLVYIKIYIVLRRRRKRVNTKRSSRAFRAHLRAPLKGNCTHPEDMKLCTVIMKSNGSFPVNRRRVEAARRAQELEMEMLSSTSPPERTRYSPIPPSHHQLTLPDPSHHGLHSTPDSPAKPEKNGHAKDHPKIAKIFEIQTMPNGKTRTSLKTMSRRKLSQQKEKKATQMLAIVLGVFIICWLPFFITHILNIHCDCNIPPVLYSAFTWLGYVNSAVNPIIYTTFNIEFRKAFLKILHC
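Calcium flux readout, no-wash dye, 1 read/s. Inducible HEK293 Trex D2 line, overnight 30 C. Compound alone 180 s (agonist flags), then EC20 dopamine, another 180 s to score potentiation.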
D2 antag: antagonists of human D2 dopamine receptor; AID 485344; inhibition, % at 10 µM; P14416; HEK293 TREx D2 cells, calcium flux, dopamine EC80; actives 2% (n = 340,000); in the data active = inhibition above about 30%; note: 0% is about no effect
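In this primary screen, negative modulation is detected by tracking calcium flux after an EC80 dopamine challenge in inducible HEK293 T-REx D2 cells preexposed to test compound for 180 s.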
D1 antag: antagonists of human D1 dopamine receptor. activity change, negative = inhibition, % at 10 µM. P21728. actives 3.2% (n = 360,000). HEK293 TREx D1 cells, calcium flux, dopamine EC80; active compounds read low; in the data active = activity change below about -30%; note: % is set by controls: 0 for no effect and ±100 for the full control effect
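Inducible Hek293 Trex D1 cells (tetracycline, overnight, 30 C). Calcium dye 30–90 min RT. Antagonist mode: EC80 dopamine added after 180 s compound read.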
D1 PAM: human D1 dopamine receptor positive modulation; HEK293 TREx D1 cells, calcium flux, dopamine EC20 potentiation; potentiation, % at 10 µM; actives 0.036% (n = 360,000); in the data active = potentiation above about 30%; note: 0% is about no effect
D2 ag: agonists of human D2 dopamine receptor; P14416; HEK293 T-REx D2 cells, calcium flux agonist mode; activation, % at 2 µM; actives 0.53% (n = 340,000); AID 485358;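 active = activation over 3 SD above normal in the single-dose calcium agonist read, cut at about 30% in these data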; note: 0% is about no effect
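Tetracycline-induced HEK293 Trex cells with D2 receptor force-coupled to calcium signaling, plated overnight at 30 C and loaded with no-wash calcium dye. Calcium flux read kinetically for 180 s after compound addition; responses flag agonists.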
* = called active by the depositor; ? = inconclusive; / = not tested or not shown. Cut-off read from the data, not from the text of the source, unless noted: active = activation above about 30%; inactive = the rest.

SMILES	D1 ag	TRHR ag	TRHR enhancer	RXFP1 antagonist	D2 potentiator	D2 antag	D1 antag	D1 PAM	D2 ag
CCOC(=O)C(CCC#N)(CCC#N)C(=O)OCC	4	0.1	-2	12	1	11	7	7	0.4
CCN(Cc1ccc(OC)c(COC)c1)CC1CCCN(CCc2cccc(OC)c2)C1 (stereo not drawn)	10	-0.4	2	7	-16	-23	-8	-5	0.1
Nn1c(-c2ccccc2Cl)nnc1-c1ccccc1Cl	-1	-0.4	3	2	3	-28	1	-3	0.5
CCCN(CC1CC1)C(=O)COc1ccccc1C(=O)NCc1ccccc1	-1	-0.1	-5	2	7	18	28	0	-0.8
Cc1nc(SCC(=O)c2ccccc2)c([N+](=O)[O-])[nH]1	2	-0.3	5	-3	-23	28	4	-6	-1.8
Cc1ccc(C(=O)/C=C/Nc2ccccc2C(N)=O)cc1	2	-1.0	3	-9	4	2	3	1	0.6
O=C(NN1C(=O)C2CC=C(Cl)CC2C1=O)c1ccncc1 (stereo not drawn)	0	0.1	-3	3	/	/	4	-9	/
O=C1CC(=O)N(Cc2cccs2)C(=O)N1	2	0.4	-6	-7	-7	-2	-5	2	0.3
CCOC(=O)Cc1csc(NC(=O)c2c(-c3ccccc3)noc2C)n1	1	-1.4	-1	1	13	-15	-4	-7	0.5
O=C(CNCCC1=CCCCC1)Nc1ccccc1N1CCCCC1	13	-1.8	2	-4	4	4	19	-3	-0.7
COC(=O)c1ccccc1S(=O)(=O)N1CCC(C(=O)OC(C)C(=O)Nc2ccc(NC(C)=O)cc2)CC1 (stereo not drawn)	3	0.1	0	-2	9	-1	-6	-6	-0.7
CSc1ccccc1C(=O)Nc1c(C)cccc1C	4	-0.2	-3	-16	0	5	6	-3	0.6
CC(C)(C)c1ccc(C(=O)NCc2cccnc2)cc1	3	0.1	1	7	-5	15	-11	-6	0.5
Cc1ccc(NC(=S)N(CCCN2CCOCC2)Cc2ccco2)cc1Cl	1	0.2	2	4	-1	-14	1	2	-0.6
CCOC(=O)C1=NOC(Cn2cc(C#N)c(=O)n(C)c2=O)C1 (stereo not drawn)	0	-0.1	3	16	-4	-6	17	-3	1.9
O=C1NC(=O)c2cc(NC(=O)c3cccc4ccccc34)ccc21	1	-1.3	2	/	15	-5	-7	-4	0.0
O=C(O)c1ccccc1NC(=O)c1cc2ccccc2oc1=O	1	0.1	4	-14	0	14	2	0	2.0
CC(=O)Nc1ccc(S(=O)(=O)N2CCN(S(=O)(=O)c3ccc(F)c(F)c3F)CC2)cc1	4	0.1	0	-2	5	7	6	1	0.6
Clc1ccc(Cn2c(/C=C/c3ccco3)nc3ccccc32)cc1	3	0.0	-3	-31	-2	-7	-9	-6	-0.3
N#Cc1sc2nc(C3CC3)cc(-c3ccccc3)c2c1N	0	-0.8	1	8	8	1	1	0	-1.5
CCOc1cc(C2c3c(oc4ccccc4c3=O)C(=O)N2Cc2ccccc2Cl)ccc1O (stereo not drawn)	-1	-0.3	9	1	2	/	0	-1	-0.3
CCCn1c(N)c(N(CCOC)C(=O)COC(=O)c2ccccc2NCCO)c(=O)[nH]c1=O	1	-0.7	10	-7	10	/	15	0	-0.4
C[C@]1(CC/C(=C/CO)CO)[C@H](CO)CC[C@@]23COC(=O)C2=CCC[C@@H]31	3	0.0	-3	3	-17	-16	-6	12	1.3
O=S(=O)(c1ccc(N2CCCC2)cc1)C(F)(F)F	5	0.4	-1	-29	3	-5	-19	-5	-0.4
Fc1ccc(-c2noc3ncnc(NCc4cccc(Cl)c4)c23)cc1	3	-0.7	-20	-21	-6	/	6	4	-0.7

The final three entries of the part above come first, to join the parts:
SMILES	D1 ag	TRHR ag	TRHR enhancer	RXFP1 antagonist	D2 potentiator	D2 antag	D1 antag	D1 PAM	D2 ag
C[C@]1(CC/C(=C/CO)CO)[C@H](CO)CC[C@@]23COC(=O)C2=CCC[C@@H]31	3	0.0	-3	3	-17	-16	-6	12	1.3
O=S(=O)(c1ccc(N2CCCC2)cc1)C(F)(F)F	5	0.4	-1	-29	3	-5	-19	-5	-0.4
Fc1ccc(-c2noc3ncnc(NCc4cccc(Cl)c4)c23)cc1	3	-0.7	-20	-21	-6	/	6	4	-0.7
CCc1ccccc1NC(=O)Nc1cccs1	5	-0.3	-3	-6	-20	-21	-9	-5	-0.7
CCOC(=O)C1CCN(C(=O)c2ccccc2Oc2ccccc2)CC1	2	-0.5	-2	6	-6	14	-16	-5	-0.3
CC1=NN(C(N)=S)C(C)(C)C1	2	-1.4	-11	1	5	-8	6	-1	1.2
Cc1ccc(OCc2ccc(Br)cc2)c([N+](=O)[O-])n1	-1	-0.9	-1	/	3	6	/	-1	0.4
Cc1c(C(=O)Nc2cc(F)cc(F)c2)cnn1-c1ccccc1	6	1.5	37*	-23	-1	/	-32*	-8	/
CCCCC(=O)Nc1ccc(C(=O)Nc2ccc3c(c2)OCO3)cc1	3	0.0	0	-4	-9	-6	-22	4	0.4
Cc1nc(NC(=O)COC(=O)CCS(=O)(=O)c2ccccc2Cl)c(Cl)cc1Cl	1	-0.9	1	-6	-7	-14	-7	-3	-1.6
O=C(NC(=S)N1CCCC1)c1ccccc1Cl	0	0.6	1	-1	8	-8	3	1	-0.4
Cc1ccc(S(=O)(=O)N2CCOCC2)cc1NC(=O)Cn1ccsc1=N	0	0.2	16	11	6	0	/	-2	-0.1
CCOn1c(=O)c(-c2ccc(Cl)cc2)[n+]([O-])c2ccccc21	1	-0.6	-7	-3	-3	21	-9	10	0.1
O=C(Cc1cccc2ccccc12)Nc1cc(C(=O)O)cc(C(=O)O)c1	1	1.0	6	5	0	-5	-28	-9	0.4
CCCC[n+]1c(C)sc2ccc(C)cc21	1	-0.2	0	-13	0	-3	-17	-9	0.1
CCOC(=O)C(C)Sc1nnc(CSc2nc3nc(C)cc(C)n3n2)o1 (stereo not drawn)	3	0.2	2	-7	-6	-7	-1	2	2.0
Clc1ccc(-c2nnc3c4ccccc4nc(N4CCOCC4)n23)cc1Cl	1	0.1	-7	-7	/	/	3	4	/
CCc1cc(-c2n[nH]c(=S)n2C(C)c2ccccc2)cs1 (stereo not drawn)	5	0.4	-1	-3	14	/	0	5	/
O=C(CSc1n[nH]c(-c2ccc(F)cc2)n1)NCCc1ccccc1	0	0.1	-5	-15	-10	/	1	-2	-0.3
Cc1cc(=O)oc(C)c1C(=O)NCC1COc2ccccc2O1 (stereo not drawn)	0	-0.4	3	5	14	6	17	4	9.6
CCOc1ccc(C2c3c(oc4ccccc4c3=O)C(=O)N2Cc2ccc3c(c2)OCO3)cc1 (stereo not drawn)	-1	-0.1	-3	-12	2	/	2	2	0.3
COc1ccc(-c2cc(C)no2)cc1S(=O)(=O)Nc1ccc(NC(C)=O)cc1	1	0.4	12	?	-4	12	0	4	1.3
NC(=O)C1(N2CCCCC2)CCN(C(=O)CSc2nc(C(F)(F)F)cc(=O)[nH]2)CC1	2	1.1	5	1	/	/	-27	-7	/
Oc1ccc(C[C@@H]2CNCCN2CC2CCCCC2)cc1	12	0.5	2	/	2	3	6	0	1.4
O=C(NNc1nc2ccccc2s1)Nc1ccccc1	1	0.0	-3	-21	-7	-1	-12	-3	0.4
COc1cc(NC(=S)NC(=O)CC(C)C)ccc1NC(=O)c1cc2ccccc2o1	2	0.3	-4	17	5	-10	-3	-9	1.4
O=C(O)COc1c(-c2ccc(Cl)cc2)oc2ccccc2c1=O	0	0.3	6	-9	15	0	/	-7	1.1
COc1ccc(CCNC(=O)COC(=O)c2sc(C)nc2C)cc1	2	-0.3	1	-5	1	-8	11	4	0.0

Next part, starting with the last 4 of the part before.
SMILES	D1 ag	TRHR ag	TRHR enhancer	RXFP1 antagonist	D2 potentiator	D2 antag	D1 antag	D1 PAM	D2 ag
O=C(NNc1nc2ccccc2s1)Nc1ccccc1	1	0.0	-3	-21	-7	-1	-12	-3	0.4
COc1cc(NC(=S)NC(=O)CC(C)C)ccc1NC(=O)c1cc2ccccc2o1	2	0.3	-4	17	5	-10	-3	-9	1.4
O=C(O)COc1c(-c2ccc(Cl)cc2)oc2ccccc2c1=O	0	0.3	6	-9	15	0	/	-7	1.1
COc1ccc(CCNC(=O)COC(=O)c2sc(C)nc2C)cc1	2	-0.3	1	-5	1	-8	11	4	0.0
CC(=O)Nc1ccc(NC(=O)C(C)OC(=O)CCCOc2ccc(Cl)c(C)c2)cc1 (stereo not drawn)	8	0.3	3	-12	2	-5	8	3	0.3
CCc1nc(Cl)c(C#N)c2c1CCCC2	0	0.0	4	-1	4	-3	4	-5	-0.8
COc1ccc(Oc2nc(C)nc3c2oc2ccccc23)cc1	8	-2.0	3	-11	5	-7	5	-5	-0.5
Clc1ccc2nc(-c3ccccc3)cn2c1	0	-1.9	15	-8	19	3	-3	9	0.0
O=C(Nc1ccc(Cl)cc1)OCc1cn(-c2ccc(Cl)cc2)nn1	2	0.2	-1	3	7	15	-3	0	0.7
COc1nc(Nc2ccc3c(c2)OCO3)nc(OC)n1	2	-0.8	13	/	11	8	-1	/	0.4
O=c1c2ccccc2cnn1Cc1nnc(-c2cccs2)o1	3	0.1	1	-14	26	10	4	-7	-0.1
CC(c1nc2ccccc2c(=O)[nH]1)N1CCN(C)CC1 (stereo not drawn)	2	0.5	-9	6	-2	3	3	-9	0.5
Cc1ccc(CNC(=O)COC(=O)c2cnc(C)cn2)cc1	-4	1.0	1	8	4	7	-12	0	0.3
COC(=O)c1ccc(C2NC(=O)c3ccccc3O2)cc1 (stereo not drawn)	1	0.5	-1	8	-7	-9	-8	-4	1.6
COc1ccc(-n2nc(C(=O)NCC(=O)NCCCN3CCOCC3)c3ccccc3c2=O)cc1OC	-2	0.4	-4	11	1	24	13	-4	0.1
NC(=O)c1ccc(SCC(=O)OCC(=O)N2CCCC2=O)c([N+](=O)[O-])c1	1	0.0	0	-6	-3	15	-43*	-1	0.0
Cc1cc(C)n(C(=O)c2cccc([N+](=O)[O-])c2)n1	1	-0.3	-1	3	0	/	-6	2	/
Cc1ccc(NC(=O)c2ccc(S(=O)(=O)Nc3c(C)n(C)n(-c4ccccc4)c3=O)cc2)nc1	4	-0.4	3	6	-4	-10	7	-4	-0.5
C/C(CCN1CCc2nc(-c3ccccc3)c(-c3ccccc3)cc2C1)=N\O[C@@H](C)c1cc(-c2c(C)cc(C)cc2C)no1	-1	0.6	4	/	1	8	22	-2	0.1
COC(=O)c1ccc2c(c1)NC(=O)C(N1CCOCC1)S2 (stereo not drawn)	1	0.4	-7	13	-6	-1	2	-5	-0.8
O=C(Nc1nccs1)c1cc(N2CCOCC2)nc2ccccc12	2	0.0	-1	-14	/	/	-2	-2	/
CC(C)(Oc1ccc(Cl)cc1)C(=O)OCn1nnc2ccccc2c1=O	1	-0.5	4	2	1	14	0	10	-0.6
CC(=O)Nc1ccc(S(=O)(=O)NCC(=O)OCC(=O)NC23CC4CC(CC(C4)C2)C3)cc1	0	0.6	-6	4	7	-1	-6	2	1.2

Some of the entries so far, with two lines to a compound:
Below each compound – D1 ag	TRHR ag	TRHR enhancer	RXFP1 antagonist	D2 potentiator	D2 antag	D1 antag	D1 PAM	D2 ag
COc1ccc(Oc2nc(C)nc3c2oc2ccccc23)cc1
    8	-2.0	3	-11	5	-7	5	-5	-0.5
O=C(Nc1nccs1)c1cc(N2CCOCC2)nc2ccccc12
    2	0.0	-1	-14	/	/	-2	-2	/

Screening data from PubChem.
